CFTR F508del cor = F508del CFTR correction, initial screen, CFBE line, single point | CFBE cells, YFP halide quenching; stimulated with forskolin plus potentiator P3; % fluorescence drop versus neutral controls | 350,000 compounds, 0.36% hits | activity (quench increase), % at 7.58 µM;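 active means mean added fluorescence quench of at least 8% versus neutral control, with both replicates also reaching 8%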;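 further: cells transiently co-express mutant CFTR-F508del with the halide-sensitive YFP; corrector assay measuring rescue of mutant channel to the surface after 24 h compound exposure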
GSIS activator = GLuc luminescence reporter in INS-1E cells, primary screen for activators of glucose-dependent secretion of insulin; INS-1E GLuc reporter insulin secretion, 2-3 h; activation, % at 16.6 µM; 370,000 compounds, 0.61% hits;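 active means lowest replicate activation of at least 40%, so every replicate reaches that level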;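 further: 0% = median of neutral control wells and 100% = median of IBMX positive control wells; some compounds called inactive have numbers as strong as hits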
Statin myotox sup = suppressors of statin myotoxicity in C2C12 myotubes, primary screen, cell-based, single point, plate reader | rescue of ATP level, % at 7.49 µM | C2C12 myotubes + simvastatin, ATP luminescence, 48 h; scaled: DMSO 0, geranylgeraniol control 100 | 330,000 compounds, 0.78% hits;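 active means mean ATP rescue above about 67%, or every replicate alone reaching that limit, limit read from the data, passing the limit was not always enough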;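 further: myotubes were challenged with 10 µM simvastatin during compound exposure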
FN deposition inh = inhibitors of fibronectin matrix deposition, primary screen, AH1F cells, Alexa488-fibronectin fluorescence, plate reader; AH1F fibroblasts, overnight; inhibition, % at 12.6 µM; 350,000 compounds, 0.086% hits; AID 743247, 2014;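 active means mean inhibition across replicates of 30% or more, regardless of how many single replicates reach that level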;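 further: positive control wells lacked labelled fibronectin entirely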
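Material: AH1F fibroblasts assembling fluorescent fibronectin matrix; amount: 10000 AH1F cells/well; medium: DMEM, 2% serum; reagent: Alexa488-fibronectin, 24 nM final in well; dosing: single compound dose, delivered by pin transfer; incubation: 1 h adhesion, overnight exposure; detection: fluorescence after three HBSS washes, excitation 485 nm, emission 525 nm; measure: fibronectin deposition inhibition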
PGC1a acetyl inh = inhibitors of PGC1a acetylation signal, primary screen, cell-based, U2OS, AlphaScreen, inhibitor mode. AID 651687, 2012. AlphaScreen anti-acetyl-lysine; with virally co-expressed GCN5 acetyltransferase. inhibition, % at 15.6 µM. 350,000 compounds, 0.17% hits;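 active means every replicate shows inhibition of at least 40%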;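 further: 0% = neutral control wells and 100% = positive control wells; some results beyond the cut were filed as inactive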
Cneo AK release = Cryptococcus neoformans cell lysis inducers, primary screen, AK release luminescence, single concentration | C. neoformans lysis, adenylate kinase release luminescence, 4 h; normalised: neutral wells 0, clomiphene wells 100 | lysis activity, % at 15 µM | 360,000 compounds, 0.2% hits;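 active means mean lysis activity across replicates of at least 80%, whatever share of replicates individually reach that level; inactive means mean lysis activity below 80%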
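Test system: log-phase Cryptococcus neoformans yeast cells. Input: 5 × 10^6 yeast cells/mL. Medium: fresh YPD growth medium. Doses: single dose. Incubation: static 4 h at 37 °C with compound, 1 h detection. Measured by: luminescent adenylate kinase detection reagent. Read-out: signal increase indicating cell lysis. Benchmarks: Clomiphene.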
PglD inh = C. jejuni PglD acetyltransferase inhibitors, primary screen, biochemical, DTNB colorimetric, single point | UDP-N-acetylbacillosamine N-acetyltransferase PglD (Campylobacter jejuni) | 360,000 compounds, 0.098% hits | inhibition, % at 12.5 µM | AID 602405, 2012 | purified PglD enzyme, DTNB colorimetric CoA detection; in the data active means inhibition above about 16%, passing the limit was not always enough; further: strong numbers were not always called active
miR122 inh = miR-122 Renilla sensor signal increase in Huh7, primary screen, miR-122 inhibitor project, cell-based, single point, plate reader. Huh7 miR-122 Renilla luciferase sensor, 48 h; neutral wells = 0, positive control = 100. activation (reporter increase), % at 12.5 µM. 340,000 compounds, 0.3% hits. AID 602342, 2012;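 active means mean replicate activation score at least 90 and every replicate individually at or above 90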;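 further: higher luciferase means less miR-122 activity so hits act as miR-122 inhibitors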
* = called active by the depositor; nt = no result given; [ ] = remark or other dose.

SMILES | CFTR F508del cor | GSIS activator | Statin myotox sup | FN deposition inh | PGC1a acetyl inh | Cneo AK release | PglD inh | miR122 inh
O=C(NCc1n[nH]c(=S)n1-c1cccc(C(F)(F)F)c1)c1ccc(S(=O)(=O)N2CCCC2)cc1 | 1.3 | -2 | 3 | -11 | nt | -1 | 8 | -1
COc1ccc(OC)c(NC(=O)C(=O)NNC(=O)COc2ccc(Br)cc2C)c1 | 1.7 | 10 | nt | -2 | -2 | nt | nt | nt
O=C(Nc1ccnn1C1CCN(CCCc2ccccc2)CC1)c1ccccc1Cl | -2.1 | 1 | -3 | 9 | -2 | 1 | 0 | -8
C[C@@H](O)C#Cc1ccc([C@@H]2[C@@H](CO)N3CCCCN(CC4CCOCC4)C[C@@H]23)cc1 | -2.3 | 16 | nt | nt | 0 | -1 | 4 | -3[16.7 µM]
C[C@H]1CCCCO[C@H](CN(C)S(=O)(=O)c2ccc(F)cc2)[C@@H](C)CN([C@@H](C)CO)C(=O)c2cc(NS(=O)(=O)c3ccccc3)ccc2O1 | 1.8 | -2 | 16 | -3 | 1 | -1 | -1 | 11[16.7 µM]
Cc1ccc(NC(=O)COC(=O)c2ccc3c(c2)NC(=O)C2CCCN32)cc1 (stereo unspecified) | nt | nt | nt | 9 | nt | 2 | 0 | 10
CCC(C)Nc1c2c(nc3c(-c4ccccc4)c(C)nn13)CCC2 (stereo unspecified) | -0.3 | nt | -31 | nt | -10 | 4 | -4 | 3
Cn1ccnc1SCC(=O)Nc1cccc2ccccc12 | nt | nt | 2 | -5 | -1 | 1 | 0 | 5
CCN(c1ccc(NC(=O)COC(=O)c2cc3ccccc3oc2=O)cc1)C(C)C | -1.0 | -16 | 1 | -8 | -3 | 0 | 1 | -1
Fc1ccc(CNC(=S)NCc2ccc(F)cc2)cc1 | 0.6 | -28 | 15 | 0 | 87* | nt | nt | nt
O=C1CSCC(=O)N1Cc1ccc(Cl)c(Cl)c1 | nt | -9 | 11 | 5 | -2 | -1 | 6 | -2
CCc1nc(SCc2ccccc2C#N)n[nH]1 | -0.4 | -6 | -1 | 0 | nt | 2 | -5 | -1
CCCNC(=O)C1(C)CCCN(Cc2c(F)cccc2F)C1 (stereo unspecified) | 1.6 | 33 | 3 | -7 | -12 | 1 | -3 | -4
CC(C)(C)OC(=O)CNC(=O)c1[nH]cnc1C(=O)N[C@@H](Cc1ccccc1)C(=O)OCc1ccccc1 | -2.8 | 0 | -17 | 3 | -8 | 2 | 4 | -1
COc1ccccc1CNC(=O)C(NC(=O)c1ccccc1C)C(C)C (stereo unspecified) | 2.7 | 26 | nt | 5 | 1 | nt | nt | nt
CCOC(=O)C1=C(C)NC2=C(C(=O)C(C(=O)OCC)C(c3cccc(OC)c3)C2)C1c1ccccn1 (stereo unspecified) | nt | -29 | 11 | nt | -3 | -1 | 2 | 4
CCOC(=O)c1ccc(NC(=S)N2CCCC(C(=O)N3CCCC3)C2)cc1 (stereo unspecified) | -1.0 | -19 | 9 | 7 | 0 | -1 | -1 | -5
COC(CNC(=O)c1cccc2c1C(=O)N(Cc1cccnc1)C2)OC | nt | nt | 5 | 2 | 2 | 0 | 3 | 4
COc1ccc(C(=O)NCc2ccc(C)cc2)cc1S(=O)(=O)N1CCOCC1 | 6.6 | 6 | 1 | -7 | -2 | 0 | -3 | 5
C=CCOc1ccccc1CN1CCC(Oc2ccc(C(=O)N3CCCCC3)cc2)CC1 | 0.0 | -31 | 1 | 4 | nt | 2 | 6 | -3
CC(C)n1nnnc1SCC(=O)N1CCOCC1 | nt | nt | -3 | -7 | 4 | 1 | -1 | 1
CNc1nc(Nc2ccc(C(=O)OC)cc2)c2sccc2n1 | nt | nt | 2 | nt | nt | 1 | -1 | -10
COC(=O)c1onc(-c2c(C)cc(C)cc2C)c1C(=O)OC | nt | nt | -3 | nt | 8 | 9 | 2 | -2
Cc1ccc(C(=O)Nc2ccc3ccccc3n2)cc1 | 2.9 | -22 | -44 | -1 | 1 | -5 | -4 | 1
C[C@@H](O)C1NC(=O)[C@H](CCCCN)NC(=O)c2cc([N+](=O)[O-])cc(I)c2NCCC[C@@H](C(N)=O)NC1=O (stereo partly specified) | 2.2 | 8 | -3 | -10 | 6 | 3 | 2 | -7
CCN(C[C@H]1N[C@@](Cc2ccccc2)(C(=O)OC)[C@H]2C(=O)N(Cc3ccccc3)C(=O)[C@@H]12)C(=O)c1ccc(C)cc1 | 0.1 | 32 | 10 | 2 | nt | -2 | -2 | nt
C[C@@H]1CN([C@@H](C)CO)C(=O)CCCn2cc(nn2)CO[C@@H]1CN(C)C(=O)CCCN(C)C | -0.7 | 5 | -8 | 0 | 3 | 97* | 0 | 0[16.7 µM]
O=S(=O)(c1cccc(F)c1)N1CC[C@@H]2[C@H]1c1cc(Br)ccc1N[C@@H]2CO | 0.7 | 3 | -11 | -13 | 1 | -5 | 2 | -1[16.7 µM]
CCNC(=O)C1(C)CCN(C(=O)c2cccc(C(F)(F)F)c2)C1 (stereo unspecified) | 2.1 | 0 | 24 | 5 | 1 | -1 | -3 | -3
CN1CCN(C(=O)C[C@@H]2CC[C@@H]3[C@H](COC[C@@H](O)CN3C(=O)c3ccccc3F)O2)CC1 | 0.8 | -6 | 20 | 5 | 1 | -2 | 3 | 1[16.7 µM]
C/C=C/c1cnc2c(c1)C(=O)N([C@H](C)CO)C[C@H](C)[C@@H](CN(C)C(=O)Nc1cccc(OC)c1)O2 | 0.0 | -9 | 5 | -3 | 2 | -2 | 0 | 5[16.7 µM]
O=C(COC(=O)c1ccccc1)Nc1cc(Cl)ccc1Oc1ccccc1 | -0.1 | 3 | -3 | nt | 3 | 1 | -7 | -30
C[C@@H]1CCCCO[C@@H](CN(C)C(=O)C2CCCCC2)[C@@H](C)CN([C@H](C)CO)C(=O)c2cc(NS(=O)(=O)c3ccc(Cl)cc3)ccc2O1 | -2.0 | 31 | nt | -2 | -5 | -1 | -1 | 11[16.7 µM]
CN(C)c1oc(-c2ccco2)nc1S(=O)(=O)c1ccc(Br)cc1 | 1.7 | 21 | -1 | -2 | -1 | -1 | -4 | 6
CO[C@H](CN(C)S(=O)(=O)c1ccc(C)cc1)[C@@H](C)CN([C@H](C)CO)S(=O)(=O)c1cccc(Cl)c1 | 3.0 | -22 | -10 | 0 | -9 | 4 | -10 | nt
COc1ccc(CCNC(=O)CSc2nnc(CNC(=O)c3ccco3)o2)cc1OC | nt | nt | nt | -8 | 4 | -1 | 4 | -2
O=C(NCc1ccc(OC(F)(F)F)cc1)C1CC(c2c(Cl)cccc2Cl)=NO1 (stereo unspecified) | -0.5 | -14 | -20 | -7 | nt | 0 | -3 | nt
Cc1ccccc1C(c1ccccc1Cl)N(C)C (stereo unspecified) | -1.2 | -5 | -5 | -4 | -2 | 0 | 2 | 4
COc1cccc(CN(C)C(=O)c2cc(COc3c(F)cccc3F)on2)c1 | 0.1 | 0 | -3 | 1 | 3 | -2 | 0 | -4
COc1ccccc1N(CC(O)COc1ccccc1)S(=O)(=O)c1ccccc1 (stereo unspecified) | nt | -21 | nt | 1 | -4 | 1 | 5 | 56
O=C(CCN=C1NS(=O)(=O)c2ccccc21)OCC(=O)c1ccc(F)c(F)c1 | -3.9 | 17 | 10 | 2 | 8 | nt | 2 | 0
CC(C)C#Cc1ccc2c(c1)O[C@H](CN(C)C(=O)Cc1ccccn1)[C@@H](C)CN([C@H](C)CO)S2(=O)=O | 1.6 | -2 | 17 | -8 | 5 | -1 | -3 | 18[16.7 µM]
O=C(Nc1ccccc1Br)c1cc(=O)c2ccccc2o1 | -0.7 | 29 | 10 | 0 | -15 | -2 | 0 | -7
COc1cc(-c2c(C#N)c(N)nc3c2CCCC3)cc(OC)c1OC | nt | nt | -6 | 4 | 15 | -2 | -5 | 11
C1CCC(CNc2c3c(nc4nnnn24)CCCC3)CC1 | nt | nt | -15 | nt | 9 | 1 | -4 | -6
COc1ccc(-c2csc(NC(=O)c3c(C)noc3C)n2)cc1F | -2.1 | 4 | -1 | 7 | 8 | -1 | 5 | -7
Cn1nc(C(F)(F)F)c(C#N)c1N1CCN(c2ccccc2F)CC1 | nt | nt | nt | nt | -11 | 0 | 2 | 0
COc1cc(C(=O)N2CCN(C(=O)c3cc(-c4ccc(Br)cc4)n[nH]3)CC2)cc(OC)c1OC | 2.4 | 19 | -3 | -6 | -14 | 12 | 2 | nt
C[C@H]1CN([C@@H](C)CO)C(=O)Cc2cc(NC(=O)c3ccncc3)ccc2O[C@@H]1CN(C)C(=O)Nc1ccc(C(F)(F)F)cc1 | -2.2 | 25 | 6 | nt | -10 | 1 | 0 | -5[16.7 µM]
CN(Cc1ccccc1)C(=O)c1ccc(NC(=O)Cc2ccc(NC(=O)C3CCCN(C(=O)C4CC4)C3)cc2)cc1 (stereo unspecified) | 2.2 | 18 | -18 | -6 | 2 | 0 | -7 | 1

Whole records, quoted from the list:
`COc1cc(C(=O)N2CCN(C(=O)c3cc(-c4ccc(Br)cc4)n[nH]3)CC2)cc(OC)c1OC` in the list: CFTR F508del cor = 2.4; GSIS activator = 19; Statin myotox sup = -3; FN deposition inh = -6; PGC1a acetyl inh = -14; Cneo AK release = 12; PglD inh = 2; miR122 inh = nt
`CC(C)C#Cc1ccc2c(c1)O[C@H](CN(C)C(=O)Cc1ccccn1)[C@@H](C)CN([C@H](C)CO)S2(=O)=O` in the list: CFTR F508del cor = 1.6; GSIS activator = -2; Statin myotox sup = 17; FN deposition inh = -8; PGC1a acetyl inh = 5; Cneo AK release = -1; PglD inh = -3; miR122 inh = 18[16.7 µM]

Single values from the list:
Under Cneo AK release, CCCNC(=O)C1(C)CCCN(Cc2c(F)cccc2F)C1 (stereo unspecified) shows 1
Under PGC1a acetyl inh, Fc1ccc(CNC(=S)NCc2ccc(F)cc2)cc1 shows 87*
Under Statin myotox sup, COC(=O)c1onc(-c2c(C)cc(C)cc2C)c1C(=O)OC shows -3
Under CFTR F508del cor, Cc1ccccc1C(c1ccccc1Cl)N(C)C (stereo unspecified) shows -1.2
Under Cneo AK release, C[C@H]1CN([C@@H](C)CO)C(=O)Cc2cc(NC(=O)c3ccncc3)ccc2O[C@@H]1CN(C)C(=O)Nc1ccc(C(F)(F)F)cc1 shows 1
Under PglD inh, COc1ccc(CCNC(=O)CSc2nnc(CNC(=O)c3ccco3)o2)cc1OC shows 4
Under PglD inh, O=C(Nc1ccnn1C1CCN(CCCc2ccccc2)CC1)c1ccccc1Cl shows 0
